# Bioassay records deposited in PubChem BioAssay by several laboratories.
# MgcRacGAP inhibition – MgcRacGAP GTPase-activating activity inhibitors, confirmation, biochemical, ADP Hunter fluorescence; one-dose inhibition, % at 30 µM; IC50 in µM for titrated hits; MgcRacGAP-stimulated Rac1 GTP hydrolysis, ADP Hunter fluorescence; higher % means a stronger effect; GST-tagged Rac1 F28L mutant substrate; hit rate 0.6% among 340,000; AID 624330, 2012; Rac GTPase-activating protein 1 (Homo sapiens);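 active = first-screen hits whose inhibition reached a set limit at any dose in the follow-up dose series; inconclusive = inhibition above the set first-screen limit but never retested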;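 note: fluorescence reports GDP produced by GAP-driven GTP hydrolysis; strong numbers were not always called active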
# GPR35 arrestin U2OS – GPR35 antagonists blocking zaprinast-driven arrestin recruitment, primary screen, imaging, U2OS, beta-arrestin-GFP, zaprinast agonist (AID 2058); G-protein coupled receptor 35 (Homo sapiens); U2OS GPR35 beta-arrestin-GFP translocation imaging, zaprinast antagonism; higher % means a stronger effect; inhibition, % at 10 µM, or IC50 in µM where a hit was titrated; hit rate 0.052% among 290,000;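 active = inhibition of at least 50% with at least 30 cells and total cytoplasm GFP at most 10,000,000; inconclusive = under 30 cells or total GFP of 10,000,000 plus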
# LYP inhibition – inhibitors of LYP phosphatase, biochemical, fluorescence intensity, uHTS (AID 1779) | recombinant LYP phosphatase, fluorescence intensity; higher % means a stronger effect | one-dose inhibition, % at 11.5 µM; IC50 in µM for titrated hits | hit rate 0.054% among 290,000; in the data active = inhibition above about 50%;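 note: plate controls were vehicle with enzyme for no effect and no enzyme for full effect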
# CSM14.1 death rescue – rescue of cells from ER stress-induced death, primary screen, 384-well, CSM14.1, thapsigargin, ATP luminescence (AID 1222). CSM14.1 thapsigargin-induced death rescue, ATP luminescence; higher % means a stronger effect. 190,000 tested, under 10 active. one-dose cellular ATP content (survival), % at 20 µM; EC50 in µM for titrated hits;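 active = EC50 below 50 µM in the dose-response confirmation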;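 note: death triggered by thapsigargin at about 15 µM added after 2 h compound pretreatment; cell ATP read after overnight thapsigargin exposure of roughly 18 to 22 hours; normalized against plate controls of thapsigargin alone and 5% DMSO vehicle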
# RSV antiviral HEp-2 – RSV antiviral activity via CPE protection, HEp-2 cells, primary 10 µM value included (AID 2391); HEp-2 cells, RSV-induced CPE inhibition; higher % means a stronger effect; hit rate 0.13% among 310,000; CPE inhibition, % at 10 µM, or IC50 in µM where a hit was titrated; in the data active = a potency from the dose series; inconclusive = CPE inhibition mostly from about 23% at the one dose, without a potency; inactive = the rest, 99 in 100 with CPE inhibition below about 21%; note: strong numbers were not always called active
# NS5 inhibitors – Dengue-2 NS5 methyltransferase inhibitors, primary screen, biochemical, confirmation dose response (AID 588689); one-dose inhibition, % at 25 µM; IC50 in µM for titrated hits; Dengue-2 NS5 methyltransferase capping enzyme assay, biochemical; higher % means a stronger effect; Genome polyprotein (Dengue virus type 2 (strain 16681-PDK53)); hit rate 0.3% among 340,000; in the data active = a potency from the dose series; inconclusive = inhibition above about 29% without an active follow-up result
# West Nile virus CPE – West Nile virus antiviral activity, cell-based, CPE readout (AID 1621); CPE inhibition, % at 10 µM; hits with a dose series show IC50 in µM; West Nile virus-infected cells, CPE inhibition; higher % means a stronger effect; hit rate 0.02% among 290,000; in the data active = a potency from the dose series; inconclusive = CPE inhibition mostly from about 3.7% at the one dose, without a potency; inactive = the rest, 99 in 100 with CPE inhibition below about 2.2%; note: strong numbers were not always called active
# PhoP inhibition – inhibitors of PhoP regulon expression, primary screen, Salmonella Typhimurium, GFP reporter (AID 1863); hit rate 0.16% among 300,000; inhibition, % at 50 µM, or IC50 in µM where a hit was titrated; S. Typhimurium PhoP-regulated promoter GFP reporter, 4 h; higher % means a stronger effect;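 active = inhibition over 29.93%, a cutoff 3 SD above the screen mean, later confirmed by dose response; inconclusive = inhibition over 29.93% but no dose response follow-up; inactive = inhibition at most 29.93% or unconfirmed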;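 note: 0% = low Mg2+ inducing control and 100% = high Mg2+ repressing control; strong numbers were not always called active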
# SV40 large T antigen – SV40 large T antigen inhibitors, biochemical (AID 1903); SV40 large T antigen ATPase/helicase inhibition assay; higher % means a stronger effect; inhibition, % at 20 µM; hits with a dose series show IC50 in µM; hit rate 0.39% among 310,000; in the data active = a potency from the dose series; inconclusive = inhibition mostly from about 32% at the one dose, without a potency; inactive = the rest, 99 in 100 with inhibition below about 32%; note: strong numbers were not always called active
# NS5 inhibitors pilot replicate – recorded beside NS5 inhibitors, whose call it bears; inhibition, %; measured here: pilot screen replicate inhibition
# Numbers without * were called inactive; ? = inconclusive; nt = no result given.
SMILES,MgcRacGAP inhibition,GPR35 arrestin U2OS,LYP inhibition,CSM14.1 death rescue,RSV antiviral HEp-2,NS5 inhibitors,West Nile virus CPE,PhoP inhibition,SV40 large T antigen,others
CCOC(=O)Cc1[nH]nc2c1C(C1C=CCCC1)C(C#N)=C(N)O2 (centres undefined),5%,5%,-10%,2.2%,1.9%,-2%,0.5%,6%,4%,
CC(=C/c1ccccc1)/C=N/n1c(-c2ccncc2)n[nH]c1=S,21%,-14%,-1%,0.9%,0.3%,-2%,-0.3%,-1%,19%,
CCSCC1COC(c2cccn2Cc2ccc(C)cc2)=N1 (centres undefined),1%,3%,-4%,-1.5%,2.2%,10%,-0.1%,2%,6%,
CCOC(=O)N1CCc2[nH]c3ccc(C)cc3c2C1,14%,4%,-5%,-1.0%,5.9%,19%,-0.2%,4%,3%,
COCCN(CCOC)S(=O)(=O)c1ccc(C(=O)Nc2nc(-c3ccncc3)cs2)cc1,4%,4%,7%,3.5%,1.7%,-1%,-0.4%,10%,2%,
O=C(NC(=S)Nn1cnnc1)c1cccc(Br)c1,-1%,-4%,-7%,-9.2%,1.6%,-3%,0.1%,12%,1%,
CCN(CC)CCn1c(=S)[nH]c2cc(C(=O)NCc3ccccc3Cl)ccc2c1=O,8%,3%,-7%,nt,2.4%,-1%,0.4%,-10%,7%,
COc1cc(OC)cc(C(C(=O)NCc2ccccc2)N(Cc2ccco2)C(=O)c2ccno2)c1 (centres undefined),6%,-4%,6%,-0.1%,1.7%,-83%,-0.2%,-5%,9%,
CN(CC1CCOCC1)C(=O)CC1C(=O)NCCN1Cc1cccc(C(F)(F)F)c1 (centres undefined),-10%,-7%,-8%,nt,nt,8%,0.2%,nt,nt,
Cc1ccc(CN2C(=O)N/C(=C/c3ccc(-c4ccc(C(=O)O)cc4)o3)C2=O)cc1,10%,-6%,0%,nt,7.1%,15%,0.0%,-1%,36%,
CCc1cccc(CC)c1NC(=O)CN1CCN(S(=O)(=O)c2ccccc2)CC1,5%,-4%,1%,nt,2.7%,0%,0.7%,1%,19%,
CC(=O)N1c2ccc(S(=O)(=O)NCc3ccco3)cc2CC1C (centres undefined),13%,-18%,0%,nt,2.4%,-6%,0.5%,-7%,12%,
Cc1ccc(-c2noc(/C=C/c3ccccc3)n2)cc1,3%,-6%,-2%,-3.7%,?,3%,0.7%,-8%,4%,
Cc1ccc(-c2nn(-c3ccccc3)cc2C(=O)OCC(=O)Nc2ncc(Cl)cc2Cl)cc1,2%,-3%,11%,0.4%,3.9%,1%,-0.7%,-13%,7%,
COc1ccc2c(c1)O[C@@H](c1cccc(C(F)(F)F)c1)[C@H](OC(=O)NCCc1ccc(OC)c(OC)c1)C2=O,nt,9%,11%,-1.7%,0.1%,nt,nt,2%,14%,
COc1ccccc1NC(=O)CCS(=O)(=O)c1ccc2c(c1)oc(=O)n2C,7%,4%,-12%,nt,3.1%,5%,-0.3%,2%,4%,
C/C=C(\C)CN1CCC(Oc2cc(C(=O)NC3CC3)ccc2OC)CC1,0%,9%,-10%,nt,0.1%,3%,-0.2%,3%,9%,
CN(CCCCCCCCCCN(C)C(=O)Oc1cccc([N+](C)(C)C)c1)C(=O)Oc1cccc([N+](C)(C)C)c1,-3%,nt,nt,nt,-1.1%,-6%,nt,-7%,7%,
COc1cc(/C=N/NC(=O)c2c(C)nc3ccc(Cl)cn23)cc(OC)c1OC,0%,4%,-6%,nt,1.2%,-1%,-1.4%,-4%,14%,
O=C(NC1CCCc2ccccc21)C1CCC(CNc2c(N3CCOCC3)c(=O)c2=O)CC1 (centres undefined),9%,14%,-4%,nt,1.3%,-2%,0.0%,5%,2%,
C#CC(C)(C)NC(=S)NC1CC2C=CC1C2 (centres undefined),-7%,-15%,-2%,nt,0.1%,0%,0.8%,-1%,31%,
OCc1cn(-c2ccccc2)nc1-c1cc2ccccc2o1,-4%,14%,-6%,-1.2%,?,0%,-0.2%,9%,8%,
O=C(O)CC(Cn1cnnn1)c1ccccc1 (centres undefined),2%,23%,-3%,-1.0%,1.2%,-7%,0.2%,6%,-6%,
Cn1cnnc1SCC(=O)c1ccco1,10%,12%,-11%,-1.1%,0.1%,0%,-0.4%,15%,4%,
O=P(O)(O)c1ccccc1OCc1ccccc1,6%,18%,-6%,-1.9%,0.8%,0%,0.2%,-1%,3%,
COc1ccc(C(=O)NCC(=O)OCC(=O)c2ccc(Cl)cc2)cc1OC,9%,4%,-1%,-1.2%,-0.8%,-3%,-0.1%,-3%,15%,
CC1(C)CC(=O)C2=C(C1)N(Cc1ccco1)C(=O)C2(NC(=O)c1cccnc1)C(F)(F)F (centres undefined),5%,14%,-1%,0.1%,-0.7%,-5%,0.4%,1%,3%,NS5 inhibitors pilot replicate=-2.6
c1ccc2nc(SCc3cn4ccccc4n3)cnc2c1,2%,9%,0%,0.1%,-2.5%,-16%,-1.0%,1%,18%,
COc1ccc(Cl)cc1S(=O)(=O)NCc1nc2nc(C)cc(C)n2n1,11%,-9%,-6%,nt,3.2%,2%,-0.7%,nt,7%,
Cc1cc(NC(=O)CSc2cc(Cl)ccc2Cl)n(-c2ccccc2)n1,4%,-7%,-7%,-1.5%,6.8%,6%,0.7%,-6%,3%,
CS(=O)(=O)c1ccc(Cl)c(NC(=O)COC(=O)c2cccc(S(=O)(=O)N3CCCCC3)c2)c1,0%,2%,-14%,nt,0.1%,-7%,0.2%,-4%,3%,
Cc1noc(/C=C/c2cccs2)c1S(=O)(=O)N1CCC(C(=O)NCCCN2CCCC(C)C2)CC1 (centres undefined),6%,-3%,-7%,-5.2%,-2.4%,-3%,0.5%,-1%,7%,
O=C(N1CCOCC1)N1c2ccccc2Sc2ccccc21,7%,2%,1%,4.2%,19%,-1%,-0.3%,6%,18%,
CN1CCN(C(=O)c2ccc(OCCOc3ccccc3)cc2)CC1,10%,1%,-8%,nt,1.5%,1%,-1.4%,-1%,5%,NS5 inhibitors pilot replicate=-0.9
Cc1ccc(NC(=O)C(=O)NC2CCCCC2)cc1,7%,-1%,-11%,-0.1%,0.5%,0%,0.1%,4%,4%,
CC1Cn2c(nnc2-c2cc3ccccc3cc2O)S1 (centres undefined),11%,0%,-4%,-1.2%,-0.1%,-3%,-0.6%,7%,7%,
CCc1cccc(CC)c1NC(=S)NCc1nc2ccccc2[nH]1,-4%,3%,0%,-1.2%,-1.3%,-1%,-0.6%,4%,3%,
O=C(C1CCN(S(=O)(=O)N2CCCC2)CC1)N1CCCCC1,6%,3%,-4%,1.0%,-1.4%,-6%,0.8%,-3%,3%,
CC(C)NC(=O)Cn1c(=O)cnc2ccccc21,8%,-7%,2%,-0.9%,-0.3%,2%,0.1%,6%,-2%,
CCOc1cc(C(=O)Nc2cccc3ncccc23)cc(OCC)c1OCC,3%,-10%,-4%,-3.2%,-1.0%,-5%,0.8%,5%,8%,
CCN1CCN(c2nc3c(C)cccn3c(=O)c2/C=C(\C#N)S(=O)(=O)c2ccccc2)CC1,10%,5%,0%,nt,1.2%,20%,0.6%,6%,4%,
CCCOc1ccccc1C(=O)Nc1ccc(S(=O)(=O)N2CCN(C)CC2)cc1,2%,-4%,-8%,nt,0.0%,3%,-2.1%,-3%,8%,
CN(C)c1cccc(N=C2C=C(N3CCOCC3)CC(C)(C)C2)c1,11%,-7%,-3%,-0.7%,0.8%,4%,0.1%,-8%,2%,
Nc1cc(OCC(F)(F)F)cc(OCC(F)(F)F)c1,8%,1%,0%,-0.6%,-0.7%,-4%,0.0%,3%,11%,
COc1ccccc1NC(=O)c1ccc(COc2ccccc2Br)o1,4%,-2%,-2%,nt,2.4%,-10%,0.4%,-5%,6%,
CCc1ccc2c(CN(C)Cc3ccc(OC(F)F)c(OC)c3)cc(=O)oc2c1,6%,-8%,3%,nt,13%,-7%,-1.3%,5%,-4%,
Cc1ccc2[nH]c(=O)c(CN(Cc3ccccc3)C(=S)NCCCN(C)C)cc2c1,7%,-4%,-4%,-3.3%,-2.3%,-5%,-0.7%,2%,3%,
O=c1cc(CO)oc(C(Nc2ccccn2)c2ccccc2Cl)c1O (centres undefined),4%,-13%,-8%,0.4%,1.5%,15%,0.2%,-2%,5%,
C[C@@H]1C[C@@H]2O[C@H]2/C=C\C=C\C(=O)Cc2c(Cl)c(O)cc(O)c2C(=O)O1,8%,15%,-6%,18%,nt,0%,12%,-7%,20%,
O=C(O)c1ccc(-n2cccc2/C=C2/NC(=O)N(c3ccccc3)C2=O)cc1,25%,3%,-1%,nt,4.2%,12%,0.1%,-2%,>100µM*,
OCCCCNc1cccc2ccccc12,23µM*,-2%,4%,-5.5%,0.9%,6%,0.9%,7%,37%,
O=C1c2ccccc2C(=O)N1CCCCSc1nnc2ccccn12,7%,-11%,-3%,-0.2%,0.1%,10%,0.4%,6%,7%,
CCOC(=O)c1ccc(NC(=S)N2CCN(Cc3ccccc3)CC2)cc1,6%,-1%,-1%,-0.2%,2.2%,-1%,-0.1%,1%,12%,
Cc1ccc(C)c(N(CC(=O)NC(C)(C)C)C(=O)CCC(=O)Nc2nccs2)c1,3%,-6%,0%,nt,-0.5%,-4%,-1.5%,-8%,2%,
COc1cc2c(cc1OC)CN(CC(=O)Nc1ccc(Cl)c(S(=O)(=O)N(C)C)c1)CC2,-4%,10%,-7%,3.2%,4.1%,-8%,-1.2%,0%,23%,
CCNc1nc(Oc2ccc(F)cc2)cc(C(F)(F)F)n1,-1%,0%,0%,0.0%,-1.8%,2%,0.1%,1%,3%,
COc1ccc(CCN=C(N)NS(=O)(=O)c2ccc(C)cc2)cc1,-4%,-20%,-4%,-1.9%,0.3%,-7%,-0.6%,8%,9%,
CCC(C)c1ccc(NC(=O)C2CC2)cc1 (centres undefined),0%,-2%,-8%,-3.6%,5.8%,-5%,-0.3%,-11%,2%,
O=C(Nc1ccncc1)C1CC(=O)N(c2ccc(F)cc2)C1 (centres undefined),-6%,9%,-3%,nt,7.7%,1%,1.1%,6%,12%,
CCCS(=O)(=O)c1c(S(=O)(=O)CCC)c2c(N)cccn2c1C(=O)c1ccc(Br)cc1,8%,-17%,19%,1.6%,6.2%,-4%,0.3%,5%,12%,
O=C(NCc1ccc2c(c1)OCO2)c1nnc(Cc2ccc(F)cc2)o1,-3%,-13%,-5%,0.0%,1.8%,-5%,nt,0%,21%,
